CYP2C19 inhib = blockers of cytochrome P450 2C19 activity – biochemical, luminescence, ADME assay, primary screen | P33261 | CYP2C19 Supersomes, luciferin-H EGE luminescence, 30 min | inhibition, % at 5 µM | 96,000 compounds, 21% hits;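 active = CYP2C19 inhibition above a set limit at 5 µM in the primary screen, cut at about 50% in these data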;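 note: plate controls were negative control wells for no effect and 2.5 mM tranylcypromine positive control for full effect; values of inactives mirror those of a sister screen read the other way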
Target sequence (P33261 whole entry, looked up): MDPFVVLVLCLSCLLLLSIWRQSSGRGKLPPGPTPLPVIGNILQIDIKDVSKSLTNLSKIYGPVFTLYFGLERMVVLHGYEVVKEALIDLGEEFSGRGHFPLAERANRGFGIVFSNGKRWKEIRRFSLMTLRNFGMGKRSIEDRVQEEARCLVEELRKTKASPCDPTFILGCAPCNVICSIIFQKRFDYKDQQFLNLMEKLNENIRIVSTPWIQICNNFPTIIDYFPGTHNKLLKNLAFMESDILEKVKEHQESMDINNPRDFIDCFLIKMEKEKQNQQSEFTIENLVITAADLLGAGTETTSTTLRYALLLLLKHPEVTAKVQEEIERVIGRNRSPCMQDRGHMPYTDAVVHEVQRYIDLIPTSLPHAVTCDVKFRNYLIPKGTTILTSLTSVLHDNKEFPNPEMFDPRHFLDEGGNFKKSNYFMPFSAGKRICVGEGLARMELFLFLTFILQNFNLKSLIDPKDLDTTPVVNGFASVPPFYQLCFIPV
CYP2C9 inhib = blockers of cytochrome P450 2C9 activity – biochemical, luminescence, ADME assay, primary screen; CYP2C9 Supersomes, luciferin-H conversion; inhibition, % at 5 µM; 96,000 compounds, 20% hits; AID 777, 2007;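 active = blocking of liver enzyme CYP2C9 beyond about 50% at 5 µM, limit read from the data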; note: values of inactives mirror those of a sister screen read the other way
DAT uptake mod = changed hDAT dopamine uptake under cocaine IC80, either direction, primary screen, cocaine antagonist project, cell-based, LLC-PK1 hDAT, [14C]-dopamine uptake, MLSMR | B-score at 10 µM | LLC-PK1 hDAT cells, [14C]-dopamine uptake with cocaine IC80; actives deviate in either direction | 110,000 compounds, 1.3% hits | Sodium-dependent dopamine transporter (Homo sapiens), Q01959;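 active = Z score or B-score, a plate-position-corrected score, falls beyond the plate's 99.7% confidence bounds, in either direction; inactive = both scores lie inside the 99.7% bounds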;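 note: scored against the spread of the other compound wells on the same plate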
Target sequence (Q01959 whole entry, looked up): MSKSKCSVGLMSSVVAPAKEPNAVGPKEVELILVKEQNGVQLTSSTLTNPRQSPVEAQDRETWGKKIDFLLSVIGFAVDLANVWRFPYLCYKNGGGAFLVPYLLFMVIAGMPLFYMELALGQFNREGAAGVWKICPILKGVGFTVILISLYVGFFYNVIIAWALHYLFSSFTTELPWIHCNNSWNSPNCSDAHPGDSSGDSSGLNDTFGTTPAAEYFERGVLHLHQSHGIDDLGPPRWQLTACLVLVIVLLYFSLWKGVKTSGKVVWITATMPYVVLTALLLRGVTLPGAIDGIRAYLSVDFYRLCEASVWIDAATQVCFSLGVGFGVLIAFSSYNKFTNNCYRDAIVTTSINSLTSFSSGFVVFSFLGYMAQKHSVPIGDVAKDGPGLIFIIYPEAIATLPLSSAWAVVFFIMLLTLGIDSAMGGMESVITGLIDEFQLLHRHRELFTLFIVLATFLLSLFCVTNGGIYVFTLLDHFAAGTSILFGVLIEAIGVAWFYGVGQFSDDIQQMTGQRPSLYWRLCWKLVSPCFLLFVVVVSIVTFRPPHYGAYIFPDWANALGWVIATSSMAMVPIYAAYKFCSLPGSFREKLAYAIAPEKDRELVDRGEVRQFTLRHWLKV
CYP2C9 act = human CYP2C9 activators, primary screen, biochemical, luminescence. activation factor at 5 µM. 96,000 compounds, 1.4% hits. AID 1024, 2008. recombinant CYP2C9, luciferin-H conversion; active compounds read high; factor 1 = untreated enzyme, 0 = blocked;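 active = activation factor of 2 or more for CYP2C9 at a 5 µM dose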;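 note: 0 = sulfaphenazole-blocked wells and 1 = vehicle-only wells; values of inactives mirror those of a sister screen read the other way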
CYP2C19 activ = human CYP2C19 activators, primary screen, biochemical, luminescence; AID 1025, 2008; Cytochrome P450 2C19 (Homo sapiens), P33261; 96,000 tested, under 10 active; activation factor at 5 µM; recombinant CYP2C19, luciferin-H EGE luminescence; active compounds read high; 0 = fully inhibited enzyme, 1 = untreated enzyme;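 active = activation factor of at least 2 at 5 µM in the primary screen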;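 note: 0 = wells with 2.5 mM tranylcypromine and 1 = vehicle-only wells; values of inactives mirror those of a sister screen read the other way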
VCAM1 TNFa inh = inhibitors of TNFa-induced VCAM1 expression, primary screen, imaging, HUVEC, TNFa stimulus, immunofluorescence. HUVEC TNFa-induced VCAM-1 immunofluorescence, high-content imaging. inhibition, % at 2 µM. 95,000 compounds, 0.48% hits. AID 802, 2007;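 active = inhibition above the batch mean plus 3 SD, with images confirmed as a hit by eye, cut at about 37% in these data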;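 note: 0% = TNF-stimulated DMSO wells and 100% = unstimulated control wells; not every result past the cut was called active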
IL1B cytotox = cytotoxicity in IL-1B stimulated HUVEC, primary screen, cytotoxicity control for IL-1B NFkB translocation project, imaging, Hoechst nuclear count, IL-1B stimulus; HUVEC cell count loss; cell count reduction, % at 2 µM; 94,000 compounds, 0.41% hits;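 active = cell count reduction more than 3 SD above the screen-wide mean, cut at about 70% in these data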;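 note: normalized per plate to untreated control cells as the no-loss baseline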
HUVEC tox TNFa = cytotoxicity in TNFa-stimulated HUVEC, primary screen, cytotoxicity control for VCAM1 expression modulator project, imaging, Hoechst nuclei count | HUVEC TNFalpha-stimulated, Hoechst cell count | cell count reduction, % at 2 µM | 93,000 compounds, 0.17% hits | AID 848, 2007;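 active = cell count reduction exceeding the screen mean by over 5 SD, scaled to untreated wells per plate, cut at about 78% in these data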;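 note: cells counted after 24 h of TNF alpha exposure following the 1 h pretreatment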
Calb biofilm kill = clotrimazole potentiators killing Candida biofilms, primary screen, with clotrimazole, Alamar Blue; C. albicans biofilm + clotrimazole; AID 834, 2007; 85,000 compounds, 0.14% hits; inhibition, % at 6 µM;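 active = inhibition above 20%; inactive = inhibition below 20%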;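 note: preformed 24 hr biofilms exposed to compound for 48 hr; 0% = biofilm without compound and 100% = blank killed by clotrimazole plus chlorhexidine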
Active calls of the source: *; · = no result given.

SMILES	CYP2C19 inhib	CYP2C9 inhib	DAT uptake mod	CYP2C9 act	CYP2C19 activ	VCAM1 TNFa inh	IL1B cytotox	HUVEC tox TNFa	Calb biofilm kill
COc1ccc(-c2[nH]nc3oc(=O)cc(C)c23)cc1	-6	-16	1.2	1.2	1.1	8	-22	12	10
CCOC(=O)c1c(-n2c(C)cc(C=O)c2C)sc2c1CCCC2	18	61*	0.24	0.4	0.8	14	-13	-7	·
Cc1c(N2C(=O)CS/C2=N\N=C\c2ccc(Br)cc2)c(=O)n(-c2ccccc2)n1C	1	-3	0.91	1	1	2	0	-8	·
NS(=O)(=O)c1cccnc1Nc1c(Cl)cccc1Cl	60*	46	-1.3	0.5	0.4	-6	-9	-41	·
Cc1c(C(=O)Nc2ccc(Cl)cc2)c2ccccn2c1C(=O)c1ccc(F)cc1	-10	-9	-0.59	1.1	1.1	-20	8	-4	·
Cc1nn(-c2ccccc2)c(C)c1P(=O)(c1ccccc1)N(C)C (stereo unspecified)	17	26	-1.7	0.7	0.8	0	-10	-15	7
Cc1ccccc1CS(=O)(=O)Cc1ccc(C(=O)NCc2ccccn2)o1	10	10	2.1	0.9	0.9	-16	7	12	1
O=C(COc1ccc(S(=O)(=O)NC2CCCCC2)cc1)NCc1cccnc1	-10	30	1.2	0.7	1.1	7	-6	-12	-1
Cc1nn(Cc2ccc(Br)cc2)c(C)c1NC(=O)c1nn(C)cc1Cl	43	61*	0.047	0.4	0.6	19	-14	-10	0
O=C(OCn1nnc2ccccc2c1=O)c1cccs1	20	-4	-0.21	1	0.8	·	·	·	2
Cc1sc(=NC(=O)c2ccco2)n(C)c1-c1ccc(Cl)cc1	13	40	0.37	0.6	0.9	-15	-22	10	·
CS(=O)(=O)N1N=C(c2ccccc2)CC1c1cccs1 (stereo unspecified)	55*	24	0.0035	0.8	0.5	3	-10	-8	8

Quoted from the listing:
Under Calb biofilm kill, O=C(COc1ccc(S(=O)(=O)NC2CCCCC2)cc1)NCc1cccnc1 has -1
Under Calb biofilm kill, Cc1nn(Cc2ccc(Br)cc2)c(C)c1NC(=O)c1nn(C)cc1Cl has 0

Later entries.
SMILES	CYP2C19 inhib	CYP2C9 inhib	DAT uptake mod	CYP2C9 act	CYP2C19 activ	VCAM1 TNFa inh	IL1B cytotox	HUVEC tox TNFa	Calb biofilm kill
CC(C)c1ccc(NC(=O)c2cnn(-c3ccccc3)c2NC(=O)c2ccco2)cc1	16	49	0.47	0.5	0.8	-12	-2	1	-1
CC(C)c1ccc(O)c(NC(=O)c2cccnc2)c1	70*	48	-0.46	0.5	0.3	-5	12	-22	4
CCOc1cc(-n2cnnn2)c(OCC)cc1NC(=O)c1cc2ccc(N(CC)CC)cc2oc1=O	·	·	·	·	·	-4	-9	-31	6
O=C(O)c1cccc(NC(=O)c2cccc(S(=O)(=O)N3CCCCC3)c2)c1	-11	-10	0.21	1.1	1.1	11	-27	-26	9
COc1ccc2[nH]cc(C(=O)CN(C)CCc3ccc(OC)c(OC)c3)c2c1	85*	91*	-0.21	0.1	0.1	6	-11	7	·
C=CCn1c(SCC(=O)NC2CCCCC2)nnc1-c1sc(N)nc1C	1	33	0.09	0.7	1	0	23	-14	0
CCNC(=S)NNC(=O)c1cc(C2CC2)nc2ccccc12	-11	51*	·	0.5	1.1	9	1	14	·
N#Cc1ccc(CSc2nnc(-c3ccncc3)n2CCc2ccccc2)cc1	61*	54*	0.74	0.5	0.4	1	-119	-13	12
CCOc1ccc(-c2nc(CSCC(=O)NC3CCCc4ccccc43)c(C)o2)cc1 (stereo unspecified)	65*	37	1.1	0.6	0.3	-1	-4	-14	2
CCCC(C(=O)NC1CCCC1)N(C(=O)Cn1nnc(-c2ccc(C)o2)n1)C1CCCC1 (stereo unspecified)	25	36	0.69	0.6	0.8	1	-43	-18	8
CCc1cc2c(=O)c(-c3cnn(-c4ccccc4)c3)c(C)oc2c(CN2CCCCC2)c1O	46	28	1.2	0.7	0.5	7	-45	8	6
CCCNC(=S)Nc1ccc(Br)cc1	44	30	-0.53	0.7	0.6	-3	92*	-28	·
COc1ccc(-n2cc(-c3ccccc3)c3c(N4CCN(CCO)CC4)ncnc32)cc1	-6	6	2	0.9	1.1	-1	-55	-1	10
COc1ccc(OCC(=O)N2CCN(C(=O)COc3ccccc3)CC2)cc1	19	-3	0.77	1	0.8	·	-17	·	-3
Cc1ccc(N(CC(=O)Nc2ccc(C)cn2)S(=O)(=O)c2c(C)nn(C)c2C)cc1	76*	84*	0.44	0.2	0.2	-1	-59	-31	5
CC(C)[C@H](NC(=O)Nc1ccc(Oc2ccccc2)cc1)C(=O)O	0	29	-0.5	0.7	1	14	14	9	5
Cc1ccccc1N1C(=O)CC(N(O)c2ccccc2)C1=O (stereo unspecified)	74*	-20	0.039	1.2	0.3	6	-17	-21	7
CN1CCN(c2nc3c(c(=O)[nH]c(=O)n3C)n2CCSc2nc3ccccc3s2)CC1	·	·	0.44	·	·	5	2	11	3
CCOc1ccc(NC(=O)COc2nsnc2N2CCCCC2)cc1	0	-2	0.98	1	1	-8	16	19	-2
CCOC(=O)c1c(NC(=O)c2ccc(Br)o2)sc(C)c1CC	39	33	1.1	0.7	0.6	·	·	·	-4
Nc1c(S(=O)(=O)c2cc(Cl)ccc2Cl)c2nc3ccccc3nc2n1CCN1CCOCC1	79*	96*	1.2	0	0.2	6	-17	-17	·
CCN(CC)S(=O)(=O)c1cc(C(=O)O)c(Cl)cc1Cl	4	12	-0.44	0.9	1	-3	6	29	4
O=C(NCCCO)NC12CC3CC(CC(C3)C1)C2	-15	-9	-0.17	1.1	1.1	-12	-18	-23	8
CC(=O)c1c(C)nn(CC(O)Cn2c3c(c4cc(C)ccc42)CCCC3=O)c1C (stereo unspecified)	54*	67*	0.35	0.3	0.5	7	14	-16	4
O=c1c(=NNc2ccccc2Cl)c(=O)c2ccccc12	60*	32	-0.018	0.7	0.4	20	-13	-28	·
Cc1ccc(C2(C(F)(F)F)NC(=O)N3C(=C2C#N)Nc2ccccc23)cc1 (stereo unspecified)	-1	42	-1.5	0.6	1	20	8	-2	·
CC12CC(c3ccccc3O1)N(C(=O)c1ccco1)C(=S)N2c1ccccc1 (stereo unspecified)	40	24	-0.53	0.8	0.6	-8	-9	-17	-1
COc1cc(C(=S)N2CCOCC2)cc(OC)c1OC(=O)c1cc([N+](=O)[O-])cc([N+](=O)[O-])c1	-1	-5	-1.4	1.1	1	1	19	-4	·
COc1ccc(-c2c3c(=O)n(C)c(=O)n(C)c3c3nnc4ccccc4n23)cc1	·	·	·	·	·	0	-11	3	9
COc1ccc(CCNC2=NCC(C)S2)cc1 (stereo unspecified)	44	-2	-0.58	1	0.6	-20	10	11	7
CC(=O)Nc1cccc2c1C(=O)N(c1ccc(C)cc1)C2=O	·	·	-0.45	·	·	5	2	-13	·
Clc1cccc(OCCn2cncn2)c1Cl	84*	-81	-0.63	1.8	0.2	-44	-46	-1	3
COc1ccc(NC(=O)c2sc(SCc3ccccc3)nc2N)cc1	0	12	1.4	0.9	1	-3	12	-11	-1
CCOC(=O)c1[nH]c2ccc(OC)cc2c1NC(=O)c1ccc2c(c1)OCO2	62*	35	0.35	0.7	0.4	-11	4	-22	3
O=C(CN1C(=O)NC2(CCCCC2)C1=O)Nc1ccc(S(=O)(=O)N2CCOCC2)cc1	0	4	1	1	1	20	-14	-24	0
c1cncc(-c2nc3ccccc3o2)c1	-2	-6	-1.5	1.1	1	-12	14	18	-5
CC1(C)CC(=O)C2=C(C1)N(c1cccc(O)c1)C1=C(C2)C(=O)CC(C)(C)C1	-1	14	-0.63	0.9	1	10	0	-14	6
Oc1ccc2oc3c(c2c1/C=N/n1cnnc1)CCCC3	48	63*	-0.081	0.4	0.5	13	1	-24	8
CCOC(=O)c1c(NC(=O)Cn2c(=O)oc3ccccc32)oc(C)c1C(C)=O	·	·	0.46	·	·	-9	-25	-2	4
COc1ccccc1Nc1nc(N)nc(CSc2nc(C)cc(C)n2)n1	14	-38	2.2	1.4	0.9	·	-21	·	1
Cn1cccc1C(=O)NC(=O)COC(=O)Cc1coc2ccc3ccccc3c12	32	-92	-0.42	1.9	0.7	8	16	-1	7
Nc1nc(-c2ccc(F)cc2)cc(C(F)(F)F)n1	13	5	-0.091	0.9	0.9	1	-7	-4	0
Cc1ccc(C)c(OCCCCn2ccnc2)c1	98*	93*	0.027	0.1	0	8	·	-29	6
Cc1nnc(NC(=O)c2ccc(C)c(S(=O)(=O)N3CCOCC3)c2)s1	-7	15	-0.18	0.8	1.1	23	-2	-1	4
O=C1CCc2cc(S(=O)(=O)N3CCC(C(=O)NC4CCCC4)CC3)ccc2N1	15	52*	-0.56	0.5	0.9	-2	-6	-11	6
O=C(CSCCc1ccccn1)Nc1cccnc1Cl	13	2	0.22	1	0.9	-2	-4	-37	4
CCCC(=O)N1c2ccccc2NC2=C(C(=O)CCC2)C1c1ccc(F)cc1 (stereo unspecified)	48	8	0.71	0.9	0.5	9	-40	-15	11
O=C(Nc1ccc2c(c1)OCCO2)C1CCN(c2nnnn2-c2ccccc2)CC1	13	25	0.032	0.8	0.9	2	-3	-11	3
Cn1c(=O)c2c(nc(NCc3ccco3)n2C/C=C/c2ccccc2)n(C)c1=O	74*	26	-0.16	0.7	0.3	·	·	·	9
CCNC(=O)COC(=O)/C=C/c1ccccc1[N+](=O)[O-]	-3	-33	-0.43	1.3	1	4	-19	-4	·
Cc1ccc(Nc2nc(N)nc(CN3CCN(Cc4ccc5c(c4)OCO5)CC3)n2)cc1	52*	44	0.18	0.6	0.5	9	-14	-16	8
CCSc1nnc2c(n1)OC(C)(C)Nc1ccccc1-2	-5	-2	0.17	1	1.1	22	-7	-36	6
CCC(=O)N(Cc1ccco1)c1nc(-c2cc(OC)ccc2OC)cs1	·	·	0.043	·	·	-1	35	-7	2
COC(=O)c1ccccc1N1C(=O)C2C(C1=O)[C@H]1C=C[C@@H]2C1 (stereo partly specified)	25	15	0.63	0.9	0.7	-7	6	-2	4
O=C1CN(C(=O)COC(=O)c2ccccc2NC(=O)c2ccco2)c2ccccc2N1	38	76*	2	0.2	0.6	19	-11	-11	7
CCc1c(C)sc2nc(SCC(=O)Nc3cc(C)on3)n(CCOC)c(=O)c12	6	36	-0.19	0.6	0.9	17	-12	-20	8
COc1ccc(-c2nnn(CCc3nn[nH]n3)n2)cc1	·	·	-1.8	·	·	-2	-8	-13	1
O=C(O)CCN1C(=O)C(=C2CCCCCC2)SC1=S	8	33	-0.42	0.7	0.9	0	-14	-17	5
Cc1cc(C)cc(OCC(=O)N(Cc2cccs2)C2CCS(=O)(=O)C2)c1 (stereo unspecified)	82*	54*	-0.0077	0.5	0.2	8	-16	-32	9
COc1ccccc1C/C(N)=N/OC(=O)COc1ccc(C)cc1C	·	·	-0.75	·	·	5	1	-5	·

From PubChem BioAssay
